p53ts 39C tox = qHTS Screen for Compounds that Selectively Target Cancer Cells with p53 Mutations: Cytotoxicity of p53ts Cells at the Nonpermissive Temperature | H1299-p53A138V viability at 39C, ATP luminescence, 24 h | Potency, µM (highest dose often 46.1 µM), for the others: top-dose activity change, negative = cell killing, most hits filed as cytotoxic | hit rate 1.5% among 130,000 | AID 902, 2007; further: nearly all actives have a fitted effect of over 55% in size
Peg3 imprint = qHTS Assay for Compounds that Induce Erasure of Genomic Imprints. mouse ES Peg3-LacZ reporter, beta-gal luminescence, 40 h. Potency, µM (series often up to 60.7 µM), for the others: at the highest dose activity change, positive = activation, most hits filed as activators. hit rate 0.02% among 110,000. AID 1948, 2009;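 further: 0% = negative control wells on the plate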
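Imprint erasure is scored as LacZ activity from the silenced maternal Peg3 allele in feeder-free female ES cells cultured 40 h with LIF. Luminescence is normalized to in-plate negative controls and fitted to the Hill equation.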
IkB sig inh = IkB Signaling; ABC-DLBCL IkBa-CBG/CBR dual luciferase ratio, 4 h; response scale: scaled: untreated 0%, proteasome inhibitor 100%; Potency, µM (top dose mostly 57.1 µM), without a hit: at the top dose IkBa stabilization activation; hit rate 0.04% among 110,000; active means well fitted curve in the direction sought with a large enough effect in the signal ratio, not every such curve was filed as active; inconclusive means small, poorly fitted or top-dose-only effect, or a change in a side signal; the % refers to the signal ratio;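 further: the direction sought is a rising ratio; 0% = basal untreated cells and 100% = reference inhibitor full response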
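In this assay, an IκBα–CBG68 fusion accumulates when IKK-driven degradation is blocked; native CBR normalizes for cell number. OCI-Ly3 cells were treated 4 h with compound and doxycycline, then green and red light read after Chroma-Glo addition.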
p53ts 32C kill = qHTS Screen for Compounds that Selectively Target Cancer Cells with p53 Mutations: Cytotoxicity of p53ts Cells at the Permissive Temperature; AID 924, 2007; Potency, µM (top dose mostly 46.1 µM), inactives show at the highest dose activity change, negative = cytotoxicity, hits mostly cytotoxic; H1299-p53A138V at 32C, ATP luminescence viability, 24 h; hit rate 0.93% among 130,000;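 further: 0% = DMSO and -100% = full killing by reference compound; nearly all actives have a fitted effect of over 55% in size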
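Viability by ATPlite luminescence after 24 h compound treatment (up to 46 uM) at the permissive 32C. Cells are H1299 carrying p53 A138V. Scale runs from DMSO basal to 100 uM tamoxifen as full kill; AC50 from Hill fits.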
Starred values were filed as active, the others as inactive; ? = inconclusive; / = not tested or not shown; [ ] = remark or other dose. Unless noted, the call rests on the fitted dose curve; in most records, active means well fitted curve in the direction sought with a large enough effect; inconclusive means small, poorly fitted or top-dose-only effect, or another doubt; inactive means no such curve, though single readings can be large; an effect the other way counts as inactive or inconclusive. Unless noted, on the % scale 0 is the no-effect control and ±100 the full control effect; potency means the concentration at half of the fitted maximal effect.

SMILES	p53ts 39C tox	Peg3 imprint	IkB sig inh	p53ts 32C kill
COc1ccc(NC(=O)c2c(OC)cccc2OC)c(OC)c1	-16%	-8%	1.8%	-7%
CCn1c(SCC(=O)Nc2cc(C)ccc2F)nnc1-c1ccccc1O	9%	9%[10.9 µM]	?	5%
Cc1cc(C)c2nc(N3CCCN(C(=O)c4cnccn4)CC3)c(C#N)cc2c1	-8%	-8%	0.4%	9%
COc1ccc(N2CCN(CCCNC(=O)c3ccc4nc(Cc5ccccc5)oc4c3)CC2)cc1	-28%	-15%[10.9 µM]	-1.3%	-27%
CCC(C)NC(=O)CSc1nc2cc3c(cc2c(=O)n1CCCC(=O)NCc1ccc2c(c1)OCO2)OCO3 (stereo not drawn)	38%[activator]	-12%[10.9 µM]	-0.6%	5%
CCC(C)NC(=O)c1sc2nc(C)c(C(=O)Nc3ccc(C)cc3C)c(-c3ccc(NC(C)=O)cc3)c2c1N (stereo not drawn)	0%	20%[10.9 µM]	?	14%
CCCn1nnc(NC(=O)c2cccc(OCC(C)C)c2)n1	0%	-13%	0.0%	-2%
CCOC(=O)CSc1nnnn1-c1cc(OC)ccc1OC	-1%	-9%	0.3%	3%
CCOC(=O)N1CCN(C(=O)COc2ccc3c(c2)C(=O)CC2(CCN(C(C)=O)CC2)O3)CC1	-9%	-17%	-0.3%	-2%
Nc1ccc(C(=O)Oc2ccccc2)c(O)c1	?	-19%	/	-19%
O=C(Nc1ccc(Cl)cc1C(=O)NCC1CCCO1)c1ccco1 (stereo not drawn)	8%	-9%	0.1%	11%
Cc1ccc2c(c1)c1ncnc(N3CCOCC3)c1n2C	-21%	-19%	-2.4%	-10%
COc1ccc(OC)c(CCNc2ncnc3onc(-c4ccc(Cl)cc4)c23)c1	10%	-4%[10.9 µM]	-0.7%	10%
NC(=O)CSc1nc2cc([N+](=O)[O-])ccc2n1-c1cccc(C(F)(F)F)c1	3%	/	/	-13%
CCn1c(=O)c(C2=NS(=O)(=O)c3ccccc3N2)c(O)c2ccccc21	7%	8%	?	2%
COCCN1C(=O)c2[nH]nc(-c3ccccc3O)c2C1c1ccc(OCc2ccccc2)c(OC)c1 (stereo not drawn)	?	13%[10.9 µM]	?	5%
CC1=C(C(=O)Nc2ccc(Cl)cc2)C(c2ccc(C(F)(F)F)cc2)n2nnnc2N1 (stereo not drawn)	18%	8%[10.9 µM]	1.9%	-9%
COc1ccc(CCNC(=O)CCCn2nc(C)c3sc4ccccc4c3c2=O)cc1OC	?	-16%[10.9 µM]	?	?
O=C(Oc1cccc(Br)c1)c1cccnc1	9%	-14%	-0.5%	-22%
CCOc1ccc(NC(=O)CNS(=O)(=O)c2ccc(Br)s2)cc1	-5%	-12%[10.9 µM]	?	5%
Cc1nc2cc(Cl)c(Cl)cc2nc1C	-8%	0%	6.1%	4%
O=c1c(F)cn(C2CCCO2)c(=O)n1Cc1c(F)cccc1Cl (stereo not drawn)	8%	13%	-0.3%	1%
Cc1cccc(-n2ccnc2SCC(=O)Nc2nccs2)c1	6%	-3%	1.2%	?
CCC1CCCCN1S(=O)(=O)c1ccc(C(=O)Nc2sc3c(c2C(N)=O)CCC3)cc1 (stereo not drawn)	9%	-10%[10.9 µM]	?	15%

Reformatted: results already given
structure: COc1ccc(NC(=O)c2c(OC)cccc2OC)c(OC)c1
  p53ts 39C tox: -16%	Peg3 imprint: -8%	IkB sig inh: 1.8%	p53ts 32C kill: -7%
structure: CCn1c(SCC(=O)Nc2cc(C)ccc2F)nnc1-c1ccccc1O
  p53ts 39C tox: 9%	Peg3 imprint: 9%[10.9 µM]	IkB sig inh: ?	p53ts 32C kill: 5%
structure: Cc1cc(C)c2nc(N3CCCN(C(=O)c4cnccn4)CC3)c(C#N)cc2c1
  p53ts 39C tox: -8%	Peg3 imprint: -8%	IkB sig inh: 0.4%	p53ts 32C kill: 9%

Carrying on:
SMILES	p53ts 39C tox	Peg3 imprint	IkB sig inh	p53ts 32C kill
O=C(c1ccco1)N1CCN=C1SCc1ccccc1F	1%	-13%	-6.0%	-7%
CC(=O)N1c2ccccc2C(=O)C1N1CCN(c2cc(Cl)ccc2C)CC1 (stereo not drawn)	-10%	-4%[10.9 µM]	?	-9%
Cc1cc(Cl)ccc1OCC(=O)N(Cc1ccc(N(C)C)cc1)CC1CCCO1 (stereo not drawn)	-27%	-10%[10.9 µM]	?	20%
O=C(Nc1ccccc1-c1ccccc1)c1cnccn1	-2%	-4%	0.2%	4%
O=C(CC1(O)C(=O)Nc2ccccc21)c1ccccc1 (stereo not drawn)	10%	5%	0.2%	1%
O=C(O)CSc1nnc(-c2ccccc2O)n1Cc1ccccc1	-3%	1%	0.3%	-4%
CCOC(=O)CSc1nc(-c2ccc(F)cc2)cc(C(F)(F)F)c1C#N	-10%	11%[10.9 µM]	1.0%	8%
c1ccc2sc(SCN(C3CCCCC3)C3CCCCC3)nc2c1	-1%[9.22 µM]	-4%[10.9 µM]	1.6%[11.4 µM]	-2%[9.22 µM]
O=C(COc1cccc2ccccc12)N1CCN(c2ccccn2)CC1	-1%	-11%	4.1%	2%
COC(=O)c1ccc2nc(NC(=O)CN3C(=O)CCC3=O)sc2c1	-8%	-11%	10%	-14%
O=C(CSc1nc2ccccc2s1)NC(=O)NCc1ccco1	-6%	-22%	?	-8%
CCOC(=O)N1CCN(c2ncc3c(n2)CC(c2ccc(OC)c(OC)c2)CC3=O)CC1 (stereo not drawn)	12%	-16%[10.9 µM]	4.6%	-6%
COCCCNC(=O)N1CCN(c2nnc(C)c3c(C)n(-c4ccc(Cl)cc4)nc23)CC1	-1%	-19%[10.9 µM]	-1.6%	2%
Cc1oc(C(C)(C)C)cc1C(=O)NCC(=O)NCC(=O)O	2%	-1%	-1.4%	3%
CCCc1cc(=O)[nH]c(Nc2ccc(OCC)cc2)n1	-3%	-6%[10.9 µM]	-2.4%	3%
CCOc1cccc(C2c3[nH]c4ccccc4c3CCN2C(=O)CSCc2ccc(F)cc2)c1 (stereo not drawn)	-13%	3%[10.9 µM]	?	55%[activator]
CC1CN(C(=O)c2cc3c(=O)n4ccccc4nc3s2)CC(C)O1 (stereo not drawn)	-12%	-6%	-3.8%	-3%
Cc1onc(-c2ccccc2Cl)c1C(=O)N1CCCc2ccccc21	24%	-10%	1.1%	7%
COc1ccc(-c2n[nH]c3c2C(c2ccccn2)N(C)C3=O)cc1 (stereo not drawn)	9%	-8%[10.9 µM]	-0.9%	1%
Cn1c(=O)c2c(nc(NCc3ccco3)n2CC(O)COc2ccccc2)n(C)c1=O (stereo not drawn)	3%	-12%	0.7%	5%
COCCn1nnnc1C(c1cc2cc(C)cc(C)c2[nH]c1=O)N1CCN(c2ccccc2F)CC1 (stereo not drawn)	-6%	-6%	?	5%
CCn1c(COc2ccc(Cl)cc2Cl)nc2ccccc21	?	-8%[10.9 µM]	-0.8%	-17%
O=C(O)c1ccccc1NS(=O)(=O)c1cccc2ccccc12	-2%	/	/	2%
Cc1cccc(-n2c(=O)c3c(c4cc(C)ccc4n3C)n(CC(=O)Nc3ccccc3C(F)(F)F)c2=O)c1	12%	3%[10.9 µM]	4.1%	0%

Whole records as entered above:
Shown for Cc1cccc(-n2c(=O)c3c(c4cc(C)ccc4n3C)n(CC(=O)Nc3ccccc3C(F)(F)F)c2=O)c1 → p53ts 39C tox: 12%; Peg3 imprint: 3%[10.9 µM]; IkB sig inh: 4.1%; p53ts 32C kill: 0%
Shown for Cc1onc(-c2ccccc2Cl)c1C(=O)N1CCCc2ccccc21 → p53ts 39C tox: 24%; Peg3 imprint: -10%; IkB sig inh: 1.1%; p53ts 32C kill: 7%
Shown for CCn1c(COc2ccc(Cl)cc2Cl)nc2ccccc21 → p53ts 39C tox: ?; Peg3 imprint: -8%[10.9 µM]; IkB sig inh: -0.8%; p53ts 32C kill: -17%

(continued)
SMILES	p53ts 39C tox	Peg3 imprint	IkB sig inh	p53ts 32C kill
CCCN1CCN(CCNC(=O)Nc2ccccc2OCC)CC1	?	-11%[10.9 µM]	1.9%	-8%
CCCCCn1c(CN2CCCCC2CC)nc2c1c(=O)n(C)c(=O)n2C (stereo not drawn)	13%	-21%	1.4%	-3%
OC(COc1cccc(OCC(O)CN2CCCC2)c1)CN1CCCC1 (stereo not drawn)	3%	1%	1.9%	-7%
COc1ccc(OC)c(C(=O)c2coc3ccc(O)c(CN4CCOCC4)c23)c1	-9%	-18%	-0.7%	0%
Cc1ccc2oc3c(c(=O)c2c1)C(c1ccc([N+](=O)[O-])cc1)N(CCCN1CCOCC1)C3=O (stereo not drawn)	-12%	-10%[10.9 µM]	-1.0%	3%
O=S(=O)(NCc1ccccc1)c1ccc2c(c1)OCCO2	-6%	-7%	0.7%	8%
COc1cc(C(C(=O)NC(C)(C)C)N(Cc2ccccc2)C(=O)c2cnccn2)cc(OC)c1OC (stereo not drawn)	2%	7%	3.6%	-8%
COc1ccc(-c2csc(/C(C#N)=C(\O)CSc3nccn3C)n2)cc1OC	-13%	-9%	-4.6%	0%
O=C(NCc1ccccc1Cl)c1cccn1-c1nnc(N2CCCCC2)s1	-21%	3%[10.9 µM]	?	-4%
COc1nc(NC(C)(C)C)nc(Oc2ccc(=O)n(-c3ccccc3)n2)n1	3%	-9%	-1.7%	2%
COc1ccc(-c2nnc(SCC(=O)NC3CCCCC3)nc2-c2ccc(OC)cc2)cc1	-16%	5%[10.9 µM]	2.6%	8%
COc1ccc(NC(=O)c2cnn(-c3ccc(C)c(C)c3)c2C2CCNCC2)cc1OC	14%	-18%[10.9 µM]	1.8%	-14%
CCOc1cc(C(=O)O)cc(Cl)c1OCC#N	8%	-7%	-1.4%	14%
CCN(CCN(C)C)C(=O)Cn1ncc2c([nH]c3ccc(C)cc32)c1=O	-7%	2%[10.9 µM]	-3.1%	-7%
Cn1c(NC(=O)c2ccco2)cc(=O)n(C)c1=O	1%	3%	0.0%	1%
CCc1ccc(C(=O)c2cn(CC(=O)Nc3ccc(F)cc3)c3ccc(F)cc3c2=O)cc1	-5%	-16%[10.9 µM]	?	18%
Cc1ccc(CNC(=O)c2nc(SCc3ccccc3F)ncc2Cl)cc1	-11%	-8%[10.9 µM]	?	-29%
CCOC(=O)CC(NC(=O)CCc1c(C)nc2ncnn2c1C)c1ccc(C)cc1 (stereo not drawn)	-2%	-8%[10.9 µM]	0.7%	1%
O=C1NCCCc2c1oc1ccc(O)cc21	-1%	-49%[inhibitor]	?	35%[activator]
O=C(Nc1cccc(C(F)(F)F)c1)Nc1nnc(N2CCCCC2)s1	-10%	-11%[10.9 µM]	?	15%
CCC(=O)NCCC(c1ccco1)c1ccccc1OC (stereo not drawn)	-1%	-14%	1.4%	-2%
CC(=O)OC1C=C[C@]2(C)C(CC(OC(C)=O)[C@@]3(C)C4=CC(=O)OC(c5ccoc5)[C@]4(C)CCC23)C1(C)C (stereo partly drawn)	-6%	-12%	/	2%
O=C(O)CCCCn1cnc2c(=S)nc[nH]c21	7%[9.22 µM]	-2%[10.9 µM]	-0.2%[11.4 µM]	3%[9.22 µM]
C=C(C)CN(CC#N)CC(=C)C	-20%[9.22 µM]	0%[10.9 µM]	0.8%[11.4 µM]	0%[9.22 µM]
CC(C)CC(C(=O)NC1CCCC1)N(Cc1cccs1)C(=O)c1snc(C(N)=O)c1N (stereo not drawn)	-2%	/	/	-9%
CC(O)CNc1ncnc2nc[nH]c12 (stereo not drawn)	7%	14%	-0.1%	18%
COC(=O)c1ccc(-n2c(/C=C\c3cccc(Br)c3)nc3ccccc3c2=O)cc1	-22%	-11%[10.9 µM]	2.4%	-8%
COc1ccc(NC(=O)C2CCCN(S(=O)(=O)c3c(C)n[nH]c3C)C2)cc1OC (stereo not drawn)	16%	5%[10.9 µM]	2.7%	3%
COc1ccc(NC(=O)C(Cc2ccccc2)NS(=O)(=O)c2ccc(Br)s2)cc1OC (stereo not drawn)	2%	-16%[10.9 µM]	?	6%
CCC1=C(OC(=O)N(CC)CC)N2C(=O)OC(=NCC3CC3)[C@]2(C)[C@H]2C1=CC[C@H]1C(=O)N(CC)C(=O)[C@H]12	7%	-6%	/	8%
CCOC(=O)c1nnn(-c2nonc2N)c1CN(CC)CC	9%	-6%	-2.0%	1%
Cc1ccccc1C(=O)Nc1cccc(C(=O)OCc2cc(=O)n3c(C)csc3n2)c1	12%	-21%[10.9 µM]	14%	0%

Bioassay records deposited in PubChem by National Center for Advancing Translational Sciences (NCATS).
